High-throughput results: PubChem BioAssay, Sanford-Burnham Center for Chemical Genomics
697 NFkB inh: inhibitors of the PMA/ionomycin-induced NF-kB reporter in 697 B cells; inhibition, % at 4 µM; AID 435022; 0.33% of 330,000 active; 697 B-cell NF-kB luciferase reporter, 16 h; in the data active = inhibition above about 35%
UBC13 inh: inhibitors of human UBC13 polyubiquitin chain formation | P61088 | TR-FRET | inhibition, % at 20 µM | 0.47% of 330,000 active | AID 485273; in the data active = inhibition above about 45%, passing the limit was not always enough
Apaf1 inhib: inhibitors of human Apaf-1 apoptosome. O14727. reconstituted apoptosome caspase-3 activity, DEVD-Rh110 fluorescence. inhibition, % at 20 µM. 0.71% of 330,000 active. AID 489030; active = inhibition of at least 40% at 20 µM;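 also: plate controls were DMSO wells for no effect and DEVD-CHO caspase inhibitor wells for full effect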
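Material: reconstituted apoptosome with Apaf-1, cytochrome c, caspase-9, procaspase-3, dATP. Technique: Rh110 fluorescence intensity. Buffer or medium: pH 7.5 Hepes buffer with CHAPS, BSA, DTT. Times: 30 min plus 50 min, RT.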
CCR6 antag: CCR6 (human) receptor antagonism; CHO-K1 CCR6 PathHunter beta-arrestin, luminescence, CCL20-stimulated; inhibition, % at 20 µM; 0.49% of 340,000 active;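 active = compounds whose inhibition of the agonist-driven luminescence signal at 20 µM reaches about 50%, limit read from the data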;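 also: cells stimulated with CCL20 at 14 nM final; plate controls were DMSO with CCL20 for no effect and DMSO without agonist for full effect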
Gli-Sufu antag: blocks Gli-Sufu signaling in a luciferase reporter | inhibition, % at 5 µM | Sufu-KO-LIGHT fibroblasts, Gli luciferase reporter luminescence | 0.74% of 340,000 active;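 active = inhibition above about 55%, limit read from the data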;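 also: 0% = DMSO-treated cells and 100% = wells with medium but no cells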
EBI2 block: antagonists of human EBI2 receptor. 0.81% of 360,000 active. inhibition, % at 5 µM. EBI2 beta-arrestin recruitment, luminescence, 7a,25-OHC stimulated; in the data active = inhibition above about 38%;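 also: enzyme fragment complementation signal reports receptor beta-arrestin coupling in cells; 0% = agonist plus DMSO wells and 100% = wells without agonist; some results beyond the cut were filed as inactive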
Jurkat NFkB inh: lowers PMA/ionomycin-induced NF-kB signal in Jurkat cells; PMA/ionomycin-induced NF-kB luciferase reporter, luminescence; inhibition, % at 4 µM; 0.53% of 330,000 active; AID 435003
SENP8 inh: inhibitors of human SENP8 protease | inhibition, % at 10 µM | purified SENP8, Z-RLRGG-aminoluciferin cleavage, luminescence | Q96LD8 | 1.2% of 330,000 active | AID 2540
* marks the source's active call; other numbers are inactive results; / = not tested or not shown. Rule as the data show it, unless noted: active = inhibition above about 50%; inactive = the rest. A portion of the library; count on the stated rates, not on these rows.

SMILES	697 NFkB inh	UBC13 inh	Apaf1 inhib	CCR6 antag	Gli-Sufu antag	EBI2 block	Jurkat NFkB inh	SENP8 inh
COCc1cc(=O)[nH]c(SCCS(=O)(=O)c2ccc(C)cc2)n1	14	-7	6	1	0	-6	-18	0
CCCCn1c(N)c(N(CCC(C)C)C(=O)c2cccc(S(=O)(=O)N3CCN(C)CC3)c2)c(=O)[nH]c1=O	-9	-1	4	8	1	-10	19	1
CCN(CC)C(=O)CSc1nc2cc3c(cc2c(=O)n1Cc1ccc2c(c1)OCO2)OCO3	9	-8	13	18	4	9	6	-11
Cc1nc2ccccc2c2c1C(=O)N(c1ccc(C(=O)O)cc1)C2=O	5	-14	11	5	7	-8	-20	5
CC[C@@H]1C=C(C(=O)O)[C@H](c2ccc3c(c2)OCO3)N1S(=O)(=O)c1ccc(C)cc1	15	0	5	-1	5	-4	0	0
COc1ccc(/C=C(\C#N)C(=O)Nc2cccnc2)cc1	0	-5	-4	1	4	-1	6	-1
O=C(Nc1cccc(Cl)c1)c1cccc(Oc2ccc([N+](=O)[O-])cc2Cl)c1	-20	-8	4	14	-9	8	-17	-13
CCOC(=O)C1=C(C)C(c2ccc(OC)cc2)NC(=O)N1 (stereo not given)	-16	-6	5	-8	2	0	-3	-7
O=C(Nc1ccc(Cl)cn1)C1CCCN1S(=O)(=O)c1ccccc1 (stereo not given)	9	5	-7	-2	-18	-6	-1	-2
O=C(Nc1c2c(nn1-c1ccc(F)cc1)CS(=O)(=O)C2)C1CCCC1	-14	-7	-7	9	-1	11	6	-8
COc1ccc(C(=S)N2CCN(C)CC2)cc1Br	3	-6	0	1	-3	7	-6	-6
COc1cc(C(=O)NCc2nnc(SCC(=O)Nc3nccs3)o2)cc(OC)c1OC	12	-18	2	11	0	-2	3	-1
COC(=O)c1c(NC(=O)c2ccccc2F)sc(C(=O)N2CCOCC2)c1C	6	9	8	9	16	0	-12	-5
CC1(C(=O)N2CCC(CC3CC(c4cccc(Br)c4)=NO3)(C(=O)NCC3CCCCC3)CC2)CC1 (stereo not given)	-13	13	38	10	28	9	-23	5
C=CCN1CCN(C(c2ccc(Cl)cc2)c2nnnn2CCc2ccc(OC)c(OC)c2)CC1 (stereo not given)	8	8	-3	7	0	-5	-3	-4
Cc1ccc(N=C(N)N=C(N)N)c(C)c1	7	7	-3	2	5	-7	-8	-1
O=C(c1cccc(Oc2c(Cl)cccc2[N+](=O)[O-])c1)N1CCCCC1	11	3	5	16	4	-10	2	4
Cc1cc(C)cc(COn2ccnc2)c1	-1	8	0	-4	2	-5	4	-5
Cc1ccccc1C1NC(c2ccccc2C)C([N+](=O)[O-])C(C)(C)C1[N+](=O)[O-] (stereo not given)	-9	-3	2	13	54	11	10	-7
CSc1cccc(NC(=S)N2CCC(N(C)C(C)C)CC2)c1	15	-3	6	7	1	5	-3	-4
CN(C(=O)CSc1nnc(-c2c[nH]c3ccccc23)o1)C1CCS(=O)(=O)C1 (stereo not given)	7	0	-14	-3	-5	-9	10	0
CCC(=O)N1CCNC(=O)C1CC(=O)Nc1ccc(C)c(Cl)c1 (stereo not given)	16	4	-5	12	4	2	-12	0
C=CCNc1nc(Nc2cc(Cl)ccc2OC)nc(OC)n1	-6	2	3	11	5	16	-9	-20
CCOc1ccccc1NC(=O)CN1C(=O)COc2ccc(Cl)cc21	6	10	10	10	-16	-9	-16	3
CCN(CC)CCN1C(=O)C(O)=C(C(=O)c2ccc(C)o2)C1c1ccccn1 (stereo not given)	18	-1	7	6	4	/	-10	1
Cc1c(N(C(=O)Nc2ccccc2)C2=NCC(C)S2)c(=O)n(-c2ccccc2)n1C (stereo not given)	12	4	4	9	0	-1	1	0
S=c1[nH]nc(-c2cccs2)n1/N=C/c1cn(-c2ccccc2)nc1-c1ccc(Cl)cc1	3	-6	7	18	23	10	-11	10
CC(=O)c1c(N2CCOCC2)nc2ccc(Cl)cc2c1-c1ccccc1	-6	4	18	17	0	18	-2	-4
Cc1nc2sc(C(c3ccc(Cl)cc3)N3CCN(C(=O)c4ccco4)CC3)c(O)n2n1 (stereo not given)	-18	-14	9	3	8	8	-2	5
CC(=O)Nc1ccc(S(=O)(=O)NC2CCCCCC2)cc1	5	6	-4	-1	-3	-2	13	-2
CC(Sc1nncn1C)C(=O)Nc1ccc(N2CCCCC2)cc1 (stereo not given)	-2	-2	12	-2	-7	-2	-19	-13
COCCNC(=O)Nc1ccc2nc(C)sc2c1	5	0	4	-9	-10	-3	-10	5
CCOc1ccccc1CNC(=O)CCc1cn(C)c2ccccc12	-2	6	6	16	21	-3	28	7
OC(COc1ccc2c(c1)OCO2)CN1CCCCC1 (stereo not given)	16	-4	-10	4	1	-10	6	-5
CCCCN(C(=O)c1ccco1)c1c(N)n(CCC)c(=O)[nH]c1=O	8	13	-9	11	4	-3	2	6
Cc1ccc(S(=O)(=O)Nn2c(C)ccc2C)cc1	8	-13	10	1	-2	6	8	0
Cc1ccc(S(=O)(=O)Cc2ccc(C(=O)NCc3cccs3)o2)cc1	1	3	0	-1	7	-1	-11	3
COc1cccc(C(=O)NCCOc2cc(C)cc(C)c2)c1	-6	0	-2	7	-1	-1	-1	-2
COc1ccc(NS(=O)(=O)c2cccc(C(=O)NCC(c3ccco3)N3CCCCC3)c2)cc1 (stereo not given)	-32	-3	11	18	22	2	-20	3
COc1ccc(C2CC(=O)C(C(c3ccc(O)cc3)C3C(=O)CC(c4ccc(OC)cc4)CC3=O)C(=O)C2)cc1 (stereo not given)	-3	-24	9	/	/	/	7	-1

Full records from above. Values in the order: 697 NFkB inh | UBC13 inh | Apaf1 inhib | CCR6 antag | Gli-Sufu antag | EBI2 block | Jurkat NFkB inh | SENP8 inh
COc1cccc(C(=O)NCCOc2cc(C)cc(C)c2)c1 in the list: -6 | 0 | -2 | 7 | -1 | -1 | -1 | -2
Cc1ccc(S(=O)(=O)Cc2ccc(C(=O)NCc3cccs3)o2)cc1 in the list: 1 | 3 | 0 | -1 | 7 | -1 | -11 | 3
CCOc1ccccc1CNC(=O)CCc1cn(C)c2ccccc12 in the list: -2 | 6 | 6 | 16 | 21 | -3 | 28 | 7

Further structures follow:
SMILES	697 NFkB inh	UBC13 inh	Apaf1 inhib	CCR6 antag	Gli-Sufu antag	EBI2 block	Jurkat NFkB inh	SENP8 inh
CCOc1cc(C(=O)Nc2cc3c(cc2N2CCOCC2)n(C)c(=O)n3C)cc(OCC)c1OCC	6	3	-1	5	15	8	9	-3
CCc1nnc2sc(-c3ccc(NC(=O)c4ccc5c(c4)OCCO5)cc3)nn12	8	24	-3	-16	-27	0	42	-8
COc1ccc(N2CCN(C3CCCN(C(=O)CSC)C3)CC2)cc1 (stereo not given)	6	2	-4	17	23	10	-3	-3
OCC[C@@H]1C[C@H](O)[C@@H](O)[C@@]2(OCCCc3ccccc32)O1	4	5	-3	4	0	-4	12	-3
O=C(Cc1ccccc1)NCc1n[nH]c(=S)n1-c1ccc(Br)cc1	1	-2	0	1	3	-9	1	-4
COc1ccc2c(c1)CCCC2NS(=O)(=O)OCC(Cl)(Cl)Cl (stereo not given)	20	7	14	26	3	-1	-2	-4
CCOc1ccc([C@@H]2CC=C(C(=O)O)CN2S(=O)(=O)c2ccc(C)cc2)cc1	14	-16	3	13	-10	-15	16	-3
COc1ccc(-c2csc(CCn3nc(C)cc3C)n2)cc1	-4	4	-1	13	-8	0	-6	-1
CCN(CC)S(=O)(=O)c1cccc(C(=O)N/N=C/c2c(C)nn(-c3ccccc3)c2Cl)c1	-8	-11	12	12	4	4	-15	-6
COc1cc(NC(=O)c2cccs2)c(OC)cc1NC(=O)Cc1ccccc1	-11	3	13	26	-8	6	-11	2

Two records picked at random from those above, as already listed:
SMILES	697 NFkB inh	UBC13 inh	Apaf1 inhib	CCR6 antag	Gli-Sufu antag	EBI2 block	Jurkat NFkB inh	SENP8 inh
O=C(Cc1ccccc1)NCc1n[nH]c(=S)n1-c1ccc(Br)cc1	1	-2	0	1	3	-9	1	-4
CCOc1ccc([C@@H]2CC=C(C(=O)O)CN2S(=O)(=O)c2ccc(C)cc2)cc1	14	-16	3	13	-10	-15	16	-3

Following part:
SMILES	697 NFkB inh	UBC13 inh	Apaf1 inhib	CCR6 antag	Gli-Sufu antag	EBI2 block	Jurkat NFkB inh	SENP8 inh
CC1=CC(C)(C)[N+](C)(C)c2ccc(C)cc21	-2	-4	8	11	8	-9	-5	-3
CN(C)CCCNc1ncnc2c1cnn2Cc1ccccc1Cl	2	8	4	5	9	-10	-2	2
CN1C(=O)CC(c2ccccc2)CC1=O	22	-8	-1	-1	22	-5	14	9
C=CCNC(=O)CC(=O)N/N=C/c1cccs1	9	-4	-9	6	-22	-17	2	3
CCCCn1c(N)c(N(CCC(C)C)C(=O)CC2CCCC2)c(=O)[nH]c1=O	9	0	1	17	3	2	8	1
Cc1ccc(NC(=O)c2sc3ncnc(N4CCN(c5ccccn5)CC4)c3c2C)c(C)c1	-9	37	13	17	7	6	18	5
CCOc1ncc(S(=O)(=O)N2CCN(CC)CC2)cc1C(=O)O	0	7	-7	-8	1	-3	8	2
O=C(/C=C/c1ccco1)NC1=NCCS1	-61	1	-11	-3	-64	-11	-51	-6
Cc1noc2ncnc(N3CCCC3)c12	-12	0	-2	-5	9	-9	-14	-3
COC(=O)CC1C(=O)NCCN1C(=S)Nc1cccc(C(F)(F)F)c1 (stereo not given)	3	2	1	-1	2	6	-5	3

Sorted by the number under CCR6 antag (smallest number first): 3 from the list above
SMILES,697 NFkB inh,UBC13 inh,CCR6 antag,EBI2 block,Jurkat NFkB inh
C=CCNC(=O)CC(=O)N/N=C/c1cccs1,9,-4,6,-17,2
CCCCn1c(N)c(N(CCC(C)C)C(=O)c2cccc(S(=O)(=O)N3CCN(C)CC3)c2)c(=O)[nH]c1=O,-9,-1,8,-10,19
O=C(c1cccc(Oc2c(Cl)cccc2[N+](=O)[O-])c1)N1CCCCC1,11,3,16,-10,2

Further records.
SMILES	697 NFkB inh	UBC13 inh	Apaf1 inhib	CCR6 antag	Gli-Sufu antag	EBI2 block	Jurkat NFkB inh	SENP8 inh
CC1CN(C2CCN(C(=O)COc3ccccc3)CC2)CC(C)O1 (stereo not given)	-3	-5	10	-2	-7	0	-5	-7
Oc1cccc2c(NC(=S)Nc3ccc(SC(F)F)cc3)cccc12	-78	-4	53*	-15	10	9	10	53*
CCc1ccccc1NC(=O)CN1C(=O)c2ccccc2S1(=O)=O	-9	1	2	13	-10	-4	-2	-7
Cc1cc(C)c(S(=O)(=O)Nc2ccccc2C(=O)N2CCCC2)c(C)c1	-6	4	8	13	-1	0	4	5
CCOC(=O)C1CSC(CC(=O)Nc2ccc(OCC)cc2)C(=O)N1 (stereo not given)	11	-7	1	-2	12	1	0	-3
